TAG inh: inhibitors of triacylglycerol accumulation | actives 0.66% (n = 230,000) | inhibition, % at 12.5 µM | H9c2 cells, Nile Red lipid (TAG) fluorescence; cells loaded with 200 µM oleic acid | AID 651582;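 active = pattern-corrected inhibition of lipid staining of at least 50% with the nuclear-stain viability signal not falling by more than 50%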;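 also: 0% = DMSO wells and 100% = triacsin C control wells; some results filed as inactive read as strong as hits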
TAG inh DAPI viability: second read-out of TAG inh, no call of its own (marks repeat the call); DAPI nuclei signal change (viability), lower = more cytotoxic, %;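 whole-well DAPI fluorescence read on a plate reader as a viability signal; minus 50 percent equals half of cells still viable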
Starred values were filed as active, the others as inactive. An excerpt. The share of hits here may be higher or lower than overall.

SMILES | TAG inh | TAG inh DAPI viability
CC(C)c1onc(C(=O)Nc2cccc(O)c2)c1[N+](=O)[O-] | -7 | 5
Oc1cc(O)c2c(c1)O[C@H](c1ccc(O)c(O)c1)[C@H](O)C2 | -2 | 4
CC1(C)Cc2c(sc3nc(SCC(=O)N4CCOCC4)nc(N)c23)CO1 | 3 | -1
COc1ccc(OCC(=O)Nc2ccc3c(c2)CCC3)cc1 | -13 | 3
CS(=O)(=O)c1ccc(-c2sc3ccccc3c2C#CCCO)cc1 | 22 | 7
COCCNC(=O)C1CCCN(Cc2ccccc2-c2ccccc2)CC1 (configuration not stated) | 9 | 2
CN(Cc1ccco1)C(=O)CN1C(=O)NC2(CCCC2)C1=O | -8 | 4
CCc1ccc(NC(=O)CCn2ccnc2C)cc1 | -6 | 7
O=C(NC12CC3CC(CC(C3)C1)C2)N1CCN(S(=O)(=O)c2ccc(Cl)cc2)CC1 | -41 | -3
Cc1cnc2cc(Cl)c(Cl)cc2n1 | -12 | 11
CC(C)N(C(=O)Nc1ccc2nccnc2c1)C(C)C | 21 | -15
O=S(=O)(c1ccc2ccccc2c1)N1CCCOC1 | -14 | 25
CC(C)N(Cc1ccccc1)S(=O)(=O)c1ccc(-n2cccn2)cc1 | -5 | 1
CCCCOC1CC(c2ccc(OCc3ccc(OC)cc3)c(OC)c2)N(C)O1 (configuration not stated) | -11 | -5
COc1cc(C(=O)N2CCOC23CCN(Cc2ccccc2)CC3)cc(OC)c1OC | -4 | 16
Cc1noc(C)c1COC(=O)c1cc(C)n(-c2ccccc2)c1C | -1 | 2
Cc1ccc(OC(C)C)c(CN(CCO)CCO)c1 | 8 | -7
CCC(=O)N1CCC1(C)C(=O)NS(=O)(=O)c1cccc(C#N)c1 (configuration not stated) | 5 | -4
O=C(CN1CCN(Cc2ccc(Cl)cc2)C1=O)NCc1cccs1 | -16 | 1
CCCCOc1ccc(C(=O)NCC(=O)N(C)CC(=O)Nc2ccc(N3CCOCC3)cc2)cc1 | -10 | -3
CCOC(=O)c1c(NC(=O)C2CCCN2S(=O)(=O)c2cccc3nsnc23)sc(C)c1C (configuration not stated) | -2 | -7
CC(=O)Nc1csc2ccccc12 | -32 | -14
Cc1ccc(NC(=O)CCCN2C(=O)NC(C)(C)C2=O)cc1 | 11 | -7
NCCCNC(=O)c1ccc(/C=N/O)nc1 | -8 | 1
CN(C(=O)C1CCOC1)c1nnc(-c2cnccn2)s1 (configuration not stated) | 11 | 0

Part of the list above, as tab-separated lines:
compound	TAG inh	TAG inh DAPI viability
CC(C)c1onc(C(=O)Nc2cccc(O)c2)c1[N+](=O)[O-]	-7	5
Oc1cc(O)c2c(c1)O[C@H](c1ccc(O)c(O)c1)[C@H](O)C2	-2	4
CC1(C)Cc2c(sc3nc(SCC(=O)N4CCOCC4)nc(N)c23)CO1	3	-1
COc1ccc(OCC(=O)Nc2ccc3c(c2)CCC3)cc1	-13	3
CS(=O)(=O)c1ccc(-c2sc3ccccc3c2C#CCCO)cc1	22	7
COCCNC(=O)C1CCCN(Cc2ccccc2-c2ccccc2)CC1 (configuration not stated)	9	2
CN(Cc1ccco1)C(=O)CN1C(=O)NC2(CCCC2)C1=O	-8	4
CCc1ccc(NC(=O)CCn2ccnc2C)cc1	-6	7
O=C(NC12CC3CC(CC(C3)C1)C2)N1CCN(S(=O)(=O)c2ccc(Cl)cc2)CC1	-41	-3
Cc1cnc2cc(Cl)c(Cl)cc2n1	-12	11
CC(C)N(C(=O)Nc1ccc2nccnc2c1)C(C)C	21	-15
O=S(=O)(c1ccc2ccccc2c1)N1CCCOC1	-14	25
CC(C)N(Cc1ccccc1)S(=O)(=O)c1ccc(-n2cccn2)cc1	-5	1
CCCCOC1CC(c2ccc(OCc3ccc(OC)cc3)c(OC)c2)N(C)O1 (configuration not stated)	-11	-5
COc1cc(C(=O)N2CCOC23CCN(Cc2ccccc2)CC3)cc(OC)c1OC	-4	16
Cc1noc(C)c1COC(=O)c1cc(C)n(-c2ccccc2)c1C	-1	2
Cc1ccc(OC(C)C)c(CN(CCO)CCO)c1	8	-7
CCC(=O)N1CCC1(C)C(=O)NS(=O)(=O)c1cccc(C#N)c1 (configuration not stated)	5	-4
O=C(CN1CCN(Cc2ccc(Cl)cc2)C1=O)NCc1cccs1	-16	1
CCCCOc1ccc(C(=O)NCC(=O)N(C)CC(=O)Nc2ccc(N3CCOCC3)cc2)cc1	-10	-3
CCOC(=O)c1c(NC(=O)C2CCCN2S(=O)(=O)c2cccc3nsnc23)sc(C)c1C (configuration not stated)	-2	-7
CC(=O)Nc1csc2ccccc12	-32	-14
Cc1ccc(NC(=O)CCCN2C(=O)NC(C)(C)C2=O)cc1	11	-7
NCCCNC(=O)c1ccc(/C=N/O)nc1	-8	1

Remaining list, next part
SMILES | TAG inh | TAG inh DAPI viability
CN1CCc2cccc3c2[C@@H]1Cc1ccc(O)c(O)c1-3 | 8 | 4
C=C(C1=CCN(S(=O)(=O)C(C)(C)C)[C@H]1CCO)c1ccccc1 | -9 | 1
COc1cc2c(C#CCCCO)c(-c3ccsc3)oc(=O)c2cc1OC | 20 | 12
NC(=O)C1CCN(C(=O)c2cccc(S(=O)(=O)N3CCc4ccccc4C3)c2)CC1 | -6 | 9
CC1CCCC(NS(=O)(=O)c2ccc3c(c2)OCCO3)C1C (configuration not stated) | -11 | -2
COCc1[nH]nc2c1C(c1cc(OC)c(O)c(OC)c1)C(C#N)=C(N)O2 (configuration not stated) | -32 | 17
CC[C@]12c3[nH]c4ccc(OC)cc4c3CCN1C(=O)C(CC(=O)NCc1ccco1)C[C@@H]2C(=O)N1CCN(C(=O)C2CC2)CC1 (some centres not stated) | 8 | -10
C=CCC(=O)N1CCC(n2nccc2NC(=O)CCOc2ccccc2)CC1 | 12 | -6
COc1ccc(CCN(C)C(=O)CSc2nc3ncc(Cl)cc3[nH]2)cc1OC | 1 | 3
CN(Cc1ccccc1)CC(O)COc1ccc(CNCCCOc2cccnc2)cc1 (configuration not stated) | -5 | 34
O=C(Cc1ccsc1)NNC(=O)c1ccccc1Cl | -5 | -5
Cc1cc(-c2ccccc2)n(-c2ccc(C(=O)N3CCN(c4ncccn4)CC3)cc2)n1 | -27 | 11
O=C(COC(=O)c1ccc(O)cc1O)NC1CCCCCC1 | 11 | -5
Cc1ccc2c(n1)sc1c(-c3ccccc3)c(C#N)c(N)nc12 | 3 | 56
OCC(O)CN1CCCC1 (configuration not stated) | 6 | -4
COc1ccc(NC(=O)C2C3CCC(C3)C2C(=O)O)cc1OC (configuration not stated) | 3 | 2
Cc1cc(C(=O)Cn2cc([N+](=O)[O-])ccc2=O)c(C)n1CC1CCCO1 (configuration not stated) | -11 | 0
Nc1ccccc1-c1nnc(-c2ccccc2N)n1N | -4 | 6
Cc1nc(-c2ccc([N+](=O)[O-])cc2)sc1C(=O)O | 7 | 4
COc1ccc(NC(=O)CSc2nncs2)cc1S(=O)(=O)N1CCCCC1 | -7 | -3
COCCCNCC(O)COc1cccc2[nH]c(C)cc12 (configuration not stated) | 12 | -8
CCN(CC)C(=O)Cn1cc(S(=O)(=O)CC(=O)Nc2ccc(F)cc2F)c2ccccc21 | -3 | 5
Cc1cc(C(=O)COc2ccccc2C(N)=O)c(C)n1C | -2 | -5
O=C(NNC(=O)C1CCN(Cc2ccccc2)CC1)c1cccc(Cl)c1 | 1 | -1
CC(C)OC(=O)Cn1c(-c2ccccc2)c(-c2ccccc2)nnc1=O | 4 | -1

Entries of single compounds, looked up by structure. Screens in order: TAG inh, TAG inh DAPI viability
Entry for `CC1CCCC(NS(=O)(=O)c2ccc3c(c2)OCCO3)C1C` (configuration not stated) = -11, -2
Entry for `Cc1ccc(NC(=O)CCCN2C(=O)NC(C)(C)C2=O)cc1` = 11, -7

New compounds follow
SMILES | TAG inh | TAG inh DAPI viability
O=C(COC(=O)C1CCC1)NC(=O)c1ccccc1 | -4 | 3
COC1OC2COC(c3ccccc3)OC2C(O)C1N (configuration not stated) | -2 | 4
O=C(CCCN1C(=O)c2cccc3cccc(c23)C1=O)NCc1cccnc1 | 20 | 1
O=C1c2cccc(NCCNCCO)c2C(=O)c2cccc(NCCNCCO)c21 | 135 | -88
COc1ccc(-n2c(C)nc(N)c2C(=O)c2ccccc2)cc1 | 5 | 1
Nn1cnnc1SCC(=O)Nc1ccc2c(c1)OCO2 | -2 | 4
COC(=O)[C@@H]1C[C@H]2CC[C@H](O)C[C@H]2N1Cc1ccc(C)s1 | 1 | -3
CCOC(=O)c1c(N)sc2c(NC(C)=O)cccc12 | -13 | 4
Cc1ccccc1OCC(=O)NC(=S)Nc1cccc2cc(O)ccc12 | 1 | 2
Cc1cc(=O)[nH]c(N/N=C/c2ccc(OC(=O)c3cccnc3)cc2)n1 | 31 | -14
CC(=O)Nc1cccc(/C(C)=N/NC(=O)c2cccc(S(=O)(=O)N3CCCC3)c2)c1 | -9 | -8
Cc1ccc(NCCN(C)C)c2c(=O)c3cc(O)ccc3sc12 | 63* | -38*
O=C(Cc1ccc(Br)cc1)N1CCCC1 | -9 | 3
Cc1ccnc(NC(=O)c2ccc3c(c2)OCO3)c1 | 0 | 10
Nc1cc(=O)nc(SCC(=O)N2CCN(c3ccccc3)CC2)n1-c1ccccc1 | 5 | 3
CCn1cc(C(=O)N2CCCC(C(=O)c3cccc(C(F)(F)F)c3)C2)cn1 (configuration not stated) | -2 | 1
CCn1c(C)csc1=NC(=O)c1ccccc1 | 1 | 3
Nc1c(Cl)cc(-c2csc(N3CCCC3c3nc4cc(Cl)c(N5CCCCC5)cc4n3CCCO)n2)cc1Cl (configuration not stated) | 93* | -13*
CC(C)(C)OC(=O)NCc1ccc(NC(=O)c2nc[nH]c2C(=O)NCCCCCCNC(=O)c2[nH]cnc2C(=O)Nc2ccc(CNC(=O)OC(C)(C)C)cc2)cc1 | 15 | 4
NNC(=O)CSCc1nc(-c2ccc(Cl)cc2)cs1 | -13 | 6
C/C=C/c1ccc(OCCCCOc2ccccc2C(C)=O)c(OC)c1 | -23 | 2
CCOC(=O)c1ccccc1NC(=O)COC(=O)c1cc([N+](=O)[O-])ccc1N1CCOCC1 | -16 | 5
O=C(Nc1cccnc1)C1Cc2c(-c3ccc4c(c3)OCO4)ccnc2O1 (configuration not stated) | 11 | 2
COc1ccc(NC(=O)CSc2nnc(-c3cccnc3)n2C)cc1 | -6 | -2
CN1C[C@@H]2[C@@H]3C(=O)N(C)C(=O)[C@@H]3[C@](Cc3ccccc3)(C1=O)N2C(=O)c1ccc(Cl)cc1 | 5 | 1
More compounds
SMILES | TAG inh | TAG inh DAPI viability
COc1cc(-c2nc(CN3CCN(c4ncccn4)CC3)c(C)o2)ccc1F | -9 | 4
CNC(=O)c1ccc(NC(=O)CCc2c(C)noc2C)cc1 | 1 | -1
CCc1ccc(N2CC(C(=O)Nc3cccnc3)CC2=O)cc1 (configuration not stated) | 11 | -6
Cc1ccc(/C=C2\SC(=S)N(c3cccnc3)C2=O)o1 | -1 | 7
COc1ccc(C(=O)c2cn(-c3cccc(Br)c3)nc2C(C)=O)cc1 | -8 | 3
CC(=O)N1C(Nc2ccc(Cl)cc2)CCN1c1ccccc1 (configuration not stated) | 11 | -4
O=C(Nc1cc(S(=O)(=O)Nc2ccccc2Cl)ccc1O)c1sc2cc(Cl)ccc2c1Cl | 4 | -2
CCC(=O)Nc1cccc2cccnc12 | -7 | 2
COc1ccc(S(=O)(=O)N/N=c2\oc3c(OC)cccc3cc2S(=O)(=O)c2ccc(C)cc2)cc1OC | 8 | 10
CC(C)C12CN3CC(C(C)C)(CN(C1)C3c1ccc([N+](=O)[O-])o1)C2=O (configuration not stated) | -1 | 4
COc1ccc(OC(=O)c2ccc3nsnc3c2)cc1 | -6 | 13
Cc1ccccc1OCc1nc2ccccc2n1C | -10 | 0
CCN(C(=O)CSc1nccc(=O)[nH]1)C1CCCCC1 | 13 | 4
CCN(CC)C(=O)CCS(=O)(=O)c1cccc2nonc12 | -9 | 7
O=C(NC1CC1)c1cccc(NC(=O)c2cc(S(=O)(=O)N3CCOCC3)ccc2Cl)c1 | 0 | 2
CCCc1cc(C(=O)Nc2ccc(C(C)=O)cc2)no1 | -11 | -1
Cc1ccc(NS(=O)(=O)c2ccc(Cl)c(N=Nc3c(O)[nH]c(=O)[nH]c3=O)c2)cc1Cl | 15 | 6
COc1ccccc1C1CCN(C(=O)c2cnn(-c3ccccc3)c2C)CC1 | 7 | -5
CSc1ncccc1C(=O)NC1CCCc2c1cnn2-c1ccc(C)c(C)c1 (configuration not stated) | -30 | -1
